High-throughput results deposited in PubChem by National Center for Advancing Translational Sciences (NCATS).
KDM5B inh: Primary screen for KDM5B Histone Demethylases FDH-coupled qHTS | Lysine-specific demethylase 5B (Homo sapiens), Q9UGL1 | KDM5B demethylase, FDH-coupled NADH fluorescence (FDH is formaldehyde dehydrogenase) | Potency, µM (titrated, usually from 57.7 µM), for inactives: at the highest dose activity change, negative = inhibition, usual class: inhibitors | 220,000 compounds, 2.6% hits | AID 1347165, 2019; active means well fitted inhibition curve with a large enough effect; inconclusive means small, poorly fitted or top-dose-only effect; inactive means no such curve, though single readings can be large or run the other way; further: 0% is about no effect; nearly all actives have a fitted effect of over 70% in size
Target sequence (Q9UGL1 whole entry, looked up): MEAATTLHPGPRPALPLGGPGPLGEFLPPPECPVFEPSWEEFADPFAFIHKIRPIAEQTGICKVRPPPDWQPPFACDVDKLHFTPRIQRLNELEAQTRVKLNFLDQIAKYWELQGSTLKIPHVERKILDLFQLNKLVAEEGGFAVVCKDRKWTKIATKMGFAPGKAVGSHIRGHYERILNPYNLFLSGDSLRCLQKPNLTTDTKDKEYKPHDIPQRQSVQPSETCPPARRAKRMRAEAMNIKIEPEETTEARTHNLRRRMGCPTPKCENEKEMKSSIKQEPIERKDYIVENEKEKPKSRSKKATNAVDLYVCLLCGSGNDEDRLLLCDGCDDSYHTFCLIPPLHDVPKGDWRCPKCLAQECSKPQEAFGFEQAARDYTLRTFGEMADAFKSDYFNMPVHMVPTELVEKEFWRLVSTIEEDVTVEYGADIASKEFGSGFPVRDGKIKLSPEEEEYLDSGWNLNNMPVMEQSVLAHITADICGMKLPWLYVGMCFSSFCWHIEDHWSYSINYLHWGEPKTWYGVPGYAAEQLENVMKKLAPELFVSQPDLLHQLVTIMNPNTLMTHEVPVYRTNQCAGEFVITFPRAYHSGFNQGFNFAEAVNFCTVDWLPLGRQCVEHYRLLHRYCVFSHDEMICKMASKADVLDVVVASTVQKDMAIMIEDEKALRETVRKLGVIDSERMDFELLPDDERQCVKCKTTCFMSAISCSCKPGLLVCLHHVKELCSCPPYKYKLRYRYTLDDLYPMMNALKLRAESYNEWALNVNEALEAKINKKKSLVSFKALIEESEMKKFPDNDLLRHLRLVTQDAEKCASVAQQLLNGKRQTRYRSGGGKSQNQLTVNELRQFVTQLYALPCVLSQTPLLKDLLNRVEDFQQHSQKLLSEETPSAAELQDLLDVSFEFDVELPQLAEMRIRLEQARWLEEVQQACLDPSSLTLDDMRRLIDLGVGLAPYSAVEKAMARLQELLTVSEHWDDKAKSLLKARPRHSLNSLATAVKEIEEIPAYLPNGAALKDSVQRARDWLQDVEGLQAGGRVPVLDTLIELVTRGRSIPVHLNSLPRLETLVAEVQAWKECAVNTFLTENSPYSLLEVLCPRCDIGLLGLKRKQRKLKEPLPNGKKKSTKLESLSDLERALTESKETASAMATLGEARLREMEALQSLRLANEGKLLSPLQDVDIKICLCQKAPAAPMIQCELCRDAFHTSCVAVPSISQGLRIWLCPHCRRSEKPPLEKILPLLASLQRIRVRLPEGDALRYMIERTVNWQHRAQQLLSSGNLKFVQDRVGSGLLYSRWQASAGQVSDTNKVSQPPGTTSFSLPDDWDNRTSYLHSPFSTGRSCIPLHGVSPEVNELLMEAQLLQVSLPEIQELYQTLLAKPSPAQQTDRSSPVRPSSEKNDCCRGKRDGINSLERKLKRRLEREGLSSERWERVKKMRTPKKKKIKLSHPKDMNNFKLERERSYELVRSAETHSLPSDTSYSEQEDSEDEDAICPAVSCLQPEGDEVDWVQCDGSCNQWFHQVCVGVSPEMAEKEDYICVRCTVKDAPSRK
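Measured: NADH fluorescence change, 30 min, RT. System: KDM5BΔAP 200 nM final, H3K4me3 peptide, α-KG, Fe(II), ascorbate, NAD⁺ plus FDH, pH 7.5 HEPES. Compounds: titrated, 10 min pre-incubation with enzyme.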
Starred values were filed as active, the others as inactive; i = inactive; ? = inconclusive; [ ] = remark or other dose. Potency means the concentration at half of the fitted maximal effect. These rows are one share of the data (hit frequency here may not be typical).

SMILES	KDM5B inh
COc1ccc(Cl)cc1NC(=O)Cn1cc2c(n1)CCC(C)C2 (stereo not drawn)	-26%
Cn1nc(C(=O)NCc2ccc(CN3CCCC3)cc2)c2ccccc2c1=O	-9%
CC(C)(C(=O)NCCc1cccs1)c1ccccc1	-1%
CC(=O)c1cc(C(=O)N2C[C@@H](C(=O)O)[C@H](c3ccccc3)C2)c(=O)[nH]c1C	9%
COC(=O)c1c(NC(=O)c2ccc(S(=O)(=O)N3CCCC(C)C3)cc2)sc2c1CCN(C(C)C)C2 (stereo not drawn)	i
COc1ccc(-c2nc3nc(C)cc(C)n3c2Nc2c(C)cccc2C)cc1	?
CCCCNC(=S)NCCc1c(C)[nH]c2ccc(C)cc12	9%
Cc1ccc(CN2CCc3nc(N4CCN(c5ncccn5)CC4)ncc3C2)cc1	?
CCC(NC1CCN(C(=O)c2ccccc2)CC1)c1ccnn1C (stereo not drawn)	16%
Cc1cccc(-c2nc(SCC(=O)N(C)c3ccccc3)c3c(=O)n(C)c(=O)n(C)c3n2)c1	0%
CC1(C(=O)O)CCN(C(=O)c2ccc3c(c2)OCO3)CC1	-6%[149 µM]
Cc1cc(O)c(C(c2ccccc2)N2CCN(c3ccc(F)cc3)CC2)c(=O)n1Cc1ccco1 (stereo not drawn)	?
O=C(c1coc2ccccc12)N1CCN(Cc2cnc[nH]2)CC(O)C1 (stereo not drawn)	-20%
O=C(c1ccccc1OCC1CCCN(Cc2cccs2)C1)N1CCCC1 (stereo not drawn)	-19%
COc1cccc(C(=O)Nc2ccc(-n3nncc3-c3ccccc3)cc2)c1	?
CCCc1noc(-c2cccn3c(CNC(=O)Cc4ccc(Cl)cc4)nnc23)n1	25µM*
NS(=O)(=O)c1ccc(CNC(=O)CNC(=O)c2ccc(F)cc2)cc1	3%
CN(C)c1ccc2nnc(-c3cc(C(=O)N(C)c4ccccc4)ccn3)n2n1	?
COC(=O)CN1CCCC1c1ccsc1 (stereo not drawn)	-9%
Cc1ccccc1OCc1ccc(-c2nc(C#N)c(N3CCN(c4cccc(Cl)c4)CC3)o2)o1	-30%

3 compounds out of the list, ordered by heavy-atom count, high to low:
SMILES	KDM5B inh
COC(=O)c1c(NC(=O)c2ccc(S(=O)(=O)N3CCCC(C)C3)cc2)sc2c1CCN(C(C)C)C2 (stereo not drawn)	i
Cc1cccc(-c2nc(SCC(=O)N(C)c3ccccc3)c3c(=O)n(C)c(=O)n(C)c3n2)c1	0%
NS(=O)(=O)c1ccc(CNC(=O)CNC(=O)c2ccc(F)cc2)cc1	3%

Next results.
SMILES	KDM5B inh
COc1ccc(NC(=O)CCn2ccn3nc4c(c3c2=O)CCCC4)c(OC)c1	-15%
COC(=O)c1ccc(/C=C2\CCc3cc(OC)ccc3C2=O)cc1	6%
CC(Sc1nnc2c(Cl)cc(C(F)(F)F)cn12)C(=O)c1cccc(Cl)c1 (stereo not drawn)	13%
CCCc1cc(=O)[nH]c(SCC(=O)N2CCc3ccccc32)n1	18%
Cc1ccc(CN(Cc2ccco2)C(=O)c2cccc(C)c2)cc1	-14%
O=C1CCN(Cc2ccncc2)CCCC(C(=O)NCCCc2ccccc2)CCN1 (stereo not drawn)	-25%
CN(Cc1ccccc1)C(=O)C[C@@H]1O[C@H](CNS(=O)(=O)c2ccc(Cl)cc2)[C@@H](O)[C@H]1O	?
CC(C)Cc1ccc(S(=O)(=O)N2CCCC(Cn3cnc4cccnc43)C2)cc1 (stereo not drawn)	-8%
CC(=O)N1CCCN(c2cc(Cl)nc3ccnn23)CC1	-8%[86.2 µM]
Cc1cc(C(=O)NC2CCCCC2)c2ccccc2n1	-16%
Cc1ccc(NC(=O)CC(C)(C(=O)O)c2ccccc2)c(F)c1 (stereo not drawn)	20%
CCS(=O)(=O)N1C[C@@H]2CN(Cc3ncc[nH]3)C[C@]2(C(=O)O)C1	?
CCOC(=O)c1cc2n(n1)CC(C)(C(=O)NCCC(C)C)N(c1ccc(OC)cc1)C2=O (stereo not drawn)	20%
Cc1ccc(-c2cc(C(=O)N3CCOCC3)on2)cc1	18%
Cc1ccc(-c2ncc(C(=O)Nc3cc(F)ccc3F)c(-c3ccncc3)n2)cc1	22%
Cc1ccc(C(=O)NC23CC4CC(CC(C4)C2)C3)cc1C	7%
CN(Cc1c(F)cccc1Cl)C(=O)c1ccc2ccccc2n1	16%
COc1ccc(NC(=O)O[C@@H]2CO[C@H]3[C@@H]2OC[C@@H]3NC(=S)Nc2cccc3ccccc23)cc1	?
Cc1noc(C)c1S(=O)(=O)Nc1c(NCc2ccccc2)c2ccccc2oc1=O	9%
O=C(c1nc2sccn2c1CN1CCCC(CO)C1)N1CCCCC1 (stereo not drawn)	13%
Cc1ccnc(SCC(=O)N[C@H]2CCOC[C@H]2C2CCOCC2)n1	19%
COc1ccc(CN[C@@H]2C=C[C@@H](c3c(C)nn(-c4ccccc4)c3C)C2)cc1	?
O=C(NNc1c(Cl)cccc1Cl)c1ccno1	-42%
CCn1c2c(c(=O)n1Cc1ccccc1)CCN(C(=O)c1cccc(C#N)c1)C2	-17%[86.2 µM]
COc1ccc(CN2CC3(CCN(S(=O)(=O)Cc4ccccc4F)CC3)C2=O)cc1	-15%
CN1CCC(N(C(=O)NCCc2ccccc2)C2CCOCC2)CC1	14%
COc1ccc(S(=O)(=O)N2CCCCC2)cc1C(=O)N1CCCC1	1%
Cc1ccc(C(=O)Nc2ccc3nc(N4CCCCC4)cc(C)c3c2)cc1F	22%
COC[C@@H]1CN(C(=O)CCc2cccc(OC)c2)C[C@H]1c1ccncc1	3%
O=C(C1CCCC1)N1CCCN(c2nc3ncccc3o2)CC1	28µM*
Cc1ccc(-c2cn3c(n2)sc2cc(C(=O)NCCCc4ccccc4)ccc23)cc1	?
CCOC(=O)Cn1cc(CN2C(C(=O)OC)CN(Cc3ccccc3)CCS2(=O)=O)nn1 (stereo not drawn)	-8%
Cc1ccc2c(c1)N(C(=O)N1CCC(C(=O)NCCc3ccccc3)CC1)CC(C)O2 (stereo not drawn)	-9%
CCCNC(=O)CS(=O)Cc1cccc2ccccc12 (stereo not drawn)	15%
CC(=O)c1ccc(N2CCN(CC(=O)Nc3nc(-c4ccc(F)c(F)c4)cs3)CC2)cc1	-6%
O=C(CSc1ccc2nnc(-c3cccnc3)n2n1)Nc1ccccc1C(F)(F)F	?
O=C1NCCCCCCN(Cc2ccncc2)[C@@H]2CN(Cc3ccccn3)CC[C@@H]12	?
O=C(O)c1cc(F)ccc1-c1ccccc1	20%
O=C(NCc1ccncc1)C1CCN(S(=O)(=O)c2ccc(F)cc2)CC1	-16%
CC(C)CNc1nc2c(c(=O)n(C)c(=O)n2C)n1Cc1ccc(F)cc1	7%
COc1ccc(-c2noc(-c3cccn3CC(=O)Nc3ccccc3OC)n2)cc1F	-3%
COc1cc(CNCCOc2cccnc2)ccc1OCC(O)CN1CCSCC1 (stereo not drawn)	-3%
CN(C)N=Nc1nc2c(c(=O)n(C)c(=O)n2C)n1CC1CO1 (stereo not drawn)	-1%
O=C(c1ccc2cc[nH]c2c1)N1CCN(C(=O)c2nnn3c2COC(c2ccccc2)C3)CC1 (stereo not drawn)	?
CC(C)CC(=O)N1CCCC(c2nc(-c3cccnc3)no2)CCNC(=O)CC1 (stereo not drawn)	38%[activator]
COc1ccc(NS(=O)(=O)c2ccc3[nH]c4c(c3c2)CCCC4)cc1Cl	?
Cn1cnc(S(=O)(=O)N2CCCN(C(=O)c3nccn3C)CCNC(=O)CC2c2ccccc2)c1 (stereo not drawn)	-3%
O=C(NC1CCCCC1)N[C@H]1CO[C@H]2[C@@H]1OC[C@@H]2n1nnnc1Oc1ccc(-n2ccnc2)cc1	-15%
Cc1cc(C)cc(NC(=O)Cn2nc3n(c2=O)CCCC3)c1	-11%
COc1ccc(S(=O)(=O)N2C[C@@H]3C[C@H](C2)c2c(NC(=O)c4ccco4)ccc(=O)n2C3)cc1	202%[activator]
CCN(C(=O)COC(=O)CCOc1ccccc1)c1c(N)n(Cc2ccccc2)c(=O)[nH]c1=O	29%
Cc1ccc(Nc2c(-c3ccc(N(C)C)cc3)nc3ccccn23)cc1	?
CC(C)NC(=O)O[C@@H]1CC[C@]2(C)C(CC[C@@H](O)[C@H]2CC(=O)NCc2ccco2)[C@]1(C)CO (stereo partly drawn)	-35%
O=P(c1ccccc1)(c1ccccc1)c1nc(-c2ccccc2)oc1N1CCOCC1	-7%
CCc1nc(C)c(C(=O)N2C[C@@H](CN3CCOCC3)[C@@H](CO)C2)o1	50%[activator]
COCCCNc1nc2ccccc2nc1N(C)S(=O)(=O)c1ccc(C)cc1	?
Nc1nccnc1C(=O)NCCc1ccc(Cl)cc1	?
Cn1nc(C(=O)Nc2nc(-c3ccc(F)cc3)cs2)c2ccccc2c1=O	17%
Cc1ccc(C(CNC(=O)c2cccs2)N2CCC(C)CC2)o1 (stereo not drawn)	1%
CC1Oc2ccc(NC(=O)C3CCCC3)cc2CN(Cc2ccc(F)cc2)C1=O (stereo not drawn)	-10%

Reformatted in markdown: five of the compounds above
| molecule | KDM5B inh |
| --- | --- |
| O=P(c1ccccc1)(c1ccccc1)c1nc(-c2ccccc2)oc1N1CCOCC1 | -7% |
| CCc1nc(C)c(C(=O)N2C[C@@H](CN3CCOCC3)[C@@H](CO)C2)o1 | 50%[activator] |
| COCCCNc1nc2ccccc2nc1N(C)S(=O)(=O)c1ccc(C)cc1 | ? |
| Nc1nccnc1C(=O)NCCc1ccc(Cl)cc1 | ? |
| Cn1nc(C(=O)Nc2nc(-c3ccc(F)cc3)cs2)c2ccccc2c1=O | 17% |

Molecules from the list above containing a cyano group, in the order listed:
SMILES	KDM5B inh
Cc1ccccc1OCc1ccc(-c2nc(C#N)c(N3CCN(c4cccc(Cl)c4)CC3)o2)o1	-30%
CCn1c2c(c(=O)n1Cc1ccccc1)CCN(C(=O)c1cccc(C#N)c1)C2	-17%[86.2 µM]

(continued)
SMILES	KDM5B inh
Cc1ccccc1CNC(=O)C(=O)NCC(c1cccs1)S(=O)(=O)c1cccs1 (stereo not drawn)	-17%
CCOc1ccc(C(=O)Nc2ccc3oc(-c4cccc(C)c4)nc3c2)cc1[N+](=O)[O-]	-29%
O=C(N=C1N(CC2CC2)CC2(C=C3CCCCC3n3c(=O)n(-c4ccccc4)c(=O)n32)N1C(=O)OCc1ccccc1)c1ccccc1 (stereo not drawn)	4%
Cc1ccccc1NC(=O)CCN1C(=O)c2ccccc2Sc2ncccc21	-21%
c1ccc2c(Nc3nc(-c4ccncc4)nc4ccccc34)cccc2c1	?
Cc1ccc(-c2ccsc2C(=O)N2CCN(S(=O)(=O)c3ccc(F)c(F)c3)CC2)cc1	2%
Cc1cc(CN2CC[C@@H]3CN(S(C)(=O)=O)[C@@H]3C2)n(C)n1	-2%
CN(C)c1cccc(C(=O)NC2CCCN(c3cc(-c4ccc(F)cc4)[nH]n3)C2)c1 (stereo not drawn)	?
CCCc1cnc(C)nc1N1CCN(Cc2ccccc2F)C(CCO)C1 (stereo not drawn)	-12%
O=C(O)/C=C/C(=O)N1CCN(C(c2ccccc2)c2ccccc2)CC1	17%
NC1=NC(c2cccc(Cl)c2)N(CCc2ccc(F)cc2)C(N)=N1 (stereo not drawn)	19%
O=C(Cc1ccsc1)N1CC(Oc2ccccc2-c2nc(-c3ccccc3)no2)C1	?
COc1ccc(-c2noc(-c3cccn3CC(=O)NC3CCCC3)n2)cc1F	-16%
CCOc1ccc(C(=O)Nc2ccc(-c3cn4ccc(C)nc4n3)cc2)cc1OCC	-41%
COc1ccc(C)cc1NC(=O)Cn1c(=O)ccc2cc(S(=O)(=O)N3CCCC3)ccc21	?
CNC(=O)c1cc[nH]c1C1CCCN(C(=O)CCc2nc3ccccc3[nH]2)C1 (stereo not drawn)	11%
CCNc1c(NC(=O)c2cc(OC)cc(OC)c2)c(=O)oc2ccccc12	13%
CSc1ccc(CCNC(=O)c2cnc3c(C)cccn3c2=O)cc1	-3%
CCS(=O)(=O)n1nc(-c2ccc(Cl)cc2)nc1N	19%
C=CCc1ccccc1OCC(O)CN1CCN(c2ccccc2)CC1 (stereo not drawn)	?
Cn1cnnc1SCC(=O)NC1CCCC1	21%
Cc1ccc(CNC2(Cc3cc(CO)on3)COC2)o1	-31%[115 µM]
O=C(c1ccc(-c2ccc([N+](=O)[O-])cc2)o1)N1CCCCCCC1	?
CCn1nccc1C(=O)N1CCC(N2CC(OCCOC)C23CCCCC3)CC1 (stereo not drawn)	-20%
Cc1cc(C[C@@H]2COC[C@@H]2NC(=O)CN2C(=O)NC(=O)C2(C)C)on1	-12%
Cc1ccc(C(=O)C(C)OC(=O)c2cc(=O)[nH]c3ccccc23)cc1 (stereo not drawn)	-24%
C[C@@H]1CN(C(=O)CNS(=O)(=O)c2cccs2)C[C@@]1(O)C1CC1	35%[activator]
COc1ccc(-c2cc(OC(=O)c3ccccc3)c3c(C)oc(C)c3c(=O)c2)cc1OC	?
CCC(CC)C(=O)Nc1ccccc1SCc1cc(=O)n2ccsc2n1	-13%
CCc1ccc(-c2cc(C(F)(F)F)n3nc(C(=O)NCc4cnn(C)c4)cc3n2)s1	-49%
COCCNc1ncc(-c2ccc(SC)cc2)c2c1OCC2	5µM*
CN(Cc1cccnc1)c1ccc2ncc(Nc3ccc(C(F)(F)F)cc3)n2n1	25µM*
CNc1c(NC(=O)c2ccc(Br)o2)c(=O)oc2ccccc12	5%
CCc1cccc(NC(=O)CCS(=O)(=O)c2ccc(C)cc2)c1	-11%
CCCNC(=O)N1CCCCC1c1nc(C2CC2)n[nH]1 (stereo not drawn)	-14%
Cc1nc2ccccc2n1CCC(=O)N1C[C@@H](C)[C@](O)(C(C)C)C1	-23%
